HepG2 tox – HepG2 cytotoxicity, counter-screen for TGF-b inhibitors | hit rate 0.76% among 410,000 | HepG2 CAGA-GFP viability, ATP luminescence, 18 h | Potency, µM (doses to about 46.1 µM), for inactives: top-dose activity change, negative = cytotoxicity, most hits filed as cytotoxic | AID 588856; further: some results filed as inactive show a strong effect at the top dose
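CellTiter-Glo luminescence gave cytotoxicity after 18 hours at 37 degrees C. The cells were HepG2 CAGA-GFP in 1% FBS DMEM, stimulated with 500 pg/mL TGF-beta after compound addition. %Activity was normalised to no-cell wells (complete cell-killing) and DMSO (no toxicity), and curves were fitted and classified.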
ATXN viability – viability counter-screen for ATXN expression inhibitors | Potency, µM (titrated, usually from 56.7 µM), usual class: cytotoxic | hit rate 0.49% among 400,000 | AID 651635 | S2 cells (HEK-293 line with an ATXN2-luciferase reporter) viability, CellTiter-Fluor protease fluorescence, 24 h; further: nearly all actives have a fitted effect of over 40% in size
ATXN2 expr inh – inhibitors of ATXN2 expression | AID 1745845 | hit rate 0.72% among 360,000 | HEK-293 ATXN2-luciferase reporter, luminescence, 24 h | Potency, µM (titrated, usually from 57 µM), for the others: at the top dose activity change, negative = inhibition, most hits filed as inhibitors; further: on the % scale 0 is the no-effect control and ±100 the full control effect; nearly all actives have a fitted effect of over 55% in size
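ATXN2-luciferase reporter cells (luciferase flanked by upstream and downstream ATXN2 gene portions) were treated 24 h at 37 °C with compounds at up to 57 uM. SteadyGlo luminescence gave expression; GF-AFC fluorescence gave viability.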
Nrf2 block – inhibitors of Nrf2 signaling | hit rate 2.1% among 360,000 | Potency, µM (doses to about 46 µM), for the others: at the top dose activity change, negative = inhibition, hits mostly inhibitors | AID 504444 | A549 ARE-Fluc reporter, luciferase luminescence, 18-24 h; further: on the % scale 0 is the no-effect control and ±100 the full control effect; nearly all actives have a fitted effect of over 60% in size
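Reporter: ARE-Fluc in A549. Exposure: 18-24 h, 37 °C, 5% CO2, 5% FBS OPTI-MEM. Readouts: fluorescent cytotoxicity (CellTiter-Fluor), then luminescent Nrf2 signal after BugLite.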
MCF10A rerep – inducers of DNA re-replication in MCF 10A breast cells; hit rate 2.9% among 350,000; AID 624296; MCF 10A DNA re-replication, Hoechst nuclear intensity, 48 h; Potency, µM (doses to about 46.1 µM), for inactives: at the highest dose activity, positive = re-replication, usual class: activators; further: % of control where 0% means no effect; nearly all actives have a fitted effect of over 50% in size
TGFb inhibitor – blocks TGF-b signaling; HepG2 CAGA-GFP TGF-b/SMAD3 reporter, GFP fluorescence, 18 h; TGF-beta stimulated, 500 pg/mL final; hit rate 1.2% among 410,000; Potency, µM (series often up to 46.1 µM), inactives show top-dose activity, negative = inhibition, most hits filed as inhibitors; further: on the % scale 0 is the no-effect control and ±100 the full control effect; nearly all actives have a fitted effect of over 65% in size
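Inhibition was scored as loss of TGF-beta-induced (500 pg/mL final, 18 hours, 37 degrees C) GFP in HEPG2 cells carrying a CAGA-GFP reporter, in DMEM with 1% FBS. Well GFP was summed per cell; Activity was normalised to unstimulated and stimulated DMSO wells, then concentration-response fitting.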
A549 viability – A549 cytotoxicity, counter-screen for Nrf2 inhibitors; hit rate 0.16% among 390,000; A549 ARE-Fluc cells, CellTiter-Fluor viability, 18-24 h; Potency, µM (titrated, usually from 46 µM), inactives show top-dose activity change, negative = cytotoxicity, most hits filed as inhibitors; AID 504648; further: on the % scale 0 is the no-effect control and ±100 the full control effect
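A549 ARE_Fluc cells in 5% FBS OPTI-MEM were exposed to compounds in concentration-response for 18-24 h at 37 deg C. Viability was read by CellTiter-Fluor fluorescence (Ex 405/Em 525) after 30 min, before the luciferase read.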
EPAC2 antagonist – blocks human EPAC2 exchange factor | hit rate 0.18% among 360,000 | Q8WZA2 | EPAC2 GEF exchange of Rap1B-BODIPY-GDP, fluorescence | Potency, µM (series often up to 114 µM), without a hit: at the highest dose activity, negative = inhibition, usual class: inhibitors; further: on the % scale 0 is the no-effect control and ±100 the full control effect; nearly all actives have a fitted effect of over 45% in size; many of its hits are not listed in these tables
Target sequence (Q8WZA2 whole entry, looked up): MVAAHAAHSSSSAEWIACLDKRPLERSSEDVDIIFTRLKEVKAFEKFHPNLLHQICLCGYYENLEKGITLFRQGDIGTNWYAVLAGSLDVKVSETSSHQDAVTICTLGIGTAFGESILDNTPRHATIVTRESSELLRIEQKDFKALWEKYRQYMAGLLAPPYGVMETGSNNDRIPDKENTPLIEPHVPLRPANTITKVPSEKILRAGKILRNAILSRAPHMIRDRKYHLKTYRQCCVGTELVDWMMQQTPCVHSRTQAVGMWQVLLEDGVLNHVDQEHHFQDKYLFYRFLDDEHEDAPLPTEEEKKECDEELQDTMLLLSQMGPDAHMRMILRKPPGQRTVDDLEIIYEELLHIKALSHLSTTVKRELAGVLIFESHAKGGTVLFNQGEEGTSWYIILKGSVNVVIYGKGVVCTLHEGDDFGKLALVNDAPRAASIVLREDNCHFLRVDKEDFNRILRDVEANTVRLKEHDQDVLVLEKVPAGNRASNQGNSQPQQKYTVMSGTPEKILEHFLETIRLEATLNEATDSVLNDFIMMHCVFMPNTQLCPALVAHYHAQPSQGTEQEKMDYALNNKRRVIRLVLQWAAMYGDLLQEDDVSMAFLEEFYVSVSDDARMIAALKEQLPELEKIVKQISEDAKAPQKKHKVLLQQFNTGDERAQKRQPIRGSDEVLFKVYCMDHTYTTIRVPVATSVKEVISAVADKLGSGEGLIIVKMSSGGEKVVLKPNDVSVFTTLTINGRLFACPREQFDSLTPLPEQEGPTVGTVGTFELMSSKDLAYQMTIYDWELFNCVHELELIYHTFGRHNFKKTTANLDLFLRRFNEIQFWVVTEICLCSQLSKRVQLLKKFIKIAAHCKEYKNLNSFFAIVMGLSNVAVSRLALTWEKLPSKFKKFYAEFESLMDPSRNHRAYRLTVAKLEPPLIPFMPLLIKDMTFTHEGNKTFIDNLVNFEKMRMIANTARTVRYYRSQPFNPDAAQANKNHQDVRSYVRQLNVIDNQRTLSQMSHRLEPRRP
Nrf2 ARE act – activates Nrf2 signaling | AREc32 ARE-luciferase reporter (MCF7-derived line), luminescence, 24 h | Potency, µM (highest dose often 46.1 µM), for the others: at the highest dose activation, usual class: activators | hit rate 0.31% among 410,000; further: % of control where 0% means no effect; nearly all actives have a fitted effect of over 65% in size
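Luciferase luminescence (Steady-Glo, 30 min at room temperature) served as the read-out of ARE activation in AREc32 cells treated with compounds for 24 hr at 37 deg C.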
An asterisk follows results filed as active; i = inactive; ? = inconclusive; / = not tested or not shown; & = joins results of further samples; [ ] = remark or other dose. The call rests on the fitted dose curve; in most records, active means well fitted curve in the direction sought with a large enough effect; inconclusive means small, poorly fitted or top-dose-only effect, or another doubt; inactive means no such curve, though single readings can be large; an effect the other way counts as inactive or inconclusive. Potency means the concentration at half of the fitted maximal effect. This is a subset; rates above refer to the full screens.

item	Compound	HepG2 tox	ATXN viability	ATXN2 expr inh	Nrf2 block	MCF10A rerep
1	CC1CC=CC2C1C(=O)N(Cc1ccccc1)C2c1ccc(-c2ccc(N(C)C)cc2)cc1F (configuration not stated)	1%	/	/	?	/
2	COC(=O)c1sccc1NC(=S)N1CCN(c2cccc(C)c2C)CC1	2%	i	-25%	0%	4.1µM*
3	COc1ccc(C(C)=O)cc1CSc1nc(NCc2ccccc2)c2ccccc2n1	-5%	/	/	/	/
4	CCOc1ccc(CCNC(=O)COC(=O)c2cccc(S(=O)(=O)N(C)C)c2)cc1OCC	-10%	i	/	-1%	2%
5	O=C(COc1ccc2c(c1)oc(=O)c1ccccc12)N[C@@H](Cc1c[nH]c2ccccc12)C(=O)O	-19%	i	4%	4%	?
6	CC(C)(C)CNC(=O)C1(C)CCN1C(=O)C1(c2ccccc2)CC1 (configuration not stated)	-9%	i	-11%	/	/
7	CC1CCC(Nc2ncnc3onc(-c4ccc(Cl)cc4)c23)CC1 (configuration not stated)	2%	i	0%	-12%	/
8	CC1CN(c2nc3ccccc3nc2C(C#N)C(=O)OC2CCCCC2)CC(C)O1 (configuration not stated)	3%	i	-2%	-9%	93%[0.0737 µM]
9	COc1cccc(C(NC(C)=O)c2nc(-c3ccc4c(c3)OCO4)cs2)c1 (configuration not stated)	-102%	i	-5%	/	/
10	COc1ccc(NC(=O)CN2CCN(S(=O)(=O)c3ccc(Cl)cc3)CC2)cc1Cl	-47%	i	-20%	?	-4%

item	TGFb inhibitor	A549 viability	EPAC2 antagonist	Nrf2 ARE act
1	-3%	10%	/	/
2	?	-3%	5%	0.4%
3	?	23µM*	/	3.6%
4	-14%	5%	6%	-0.7%
5	-4%	10%	4%	14%
6	41%[activator]	/	9%	0.2%
7	13%	6%	/	0.3%
8	-22%	-8%	4%	0.4%
9	5%	/	-25%	-0.6%
10	-19%	-11%	-7%	0.5%

(next part)
item	Compound	HepG2 tox	ATXN viability	ATXN2 expr inh	Nrf2 block	MCF10A rerep
11	NS(=O)(=O)c1ccc(CCNC(=O)C2CCC(Cn3c(=S)[nH]c4ccccc4c3=O)CC2)cc1 (configuration not stated)	-12%	i	3%	-5%	?
12	Oc1ccc(-c2cc(-c3ccc(O)cc3)nc(-c3ccccc3)n2)cc1	-57%	i	-23%	/	?
13	O=S(=O)(Nc1ccc(F)cc1)c1ccc(NC(=S)Nc2ccccc2)cc1	7%	?	?	-3%	2%
14	CCN(C(=O)C1CCN(c2ncnc3c2nc2n3CCCCC2)CC1)c1cccc(Cl)c1	-22%	/	/	-10%	/
15	Cc1cc([N+](=O)[O-])nn1CC(=O)NC1CCCCC1	-36%	i	-4%	-24%	0%
16	COc1ccc(OC)c(-c2csc(NC(=O)c3ccc4c(c3)OCO4)n2)c1	6%	i	-5%	?	2%
17	O=C(Nc1cc(Cl)ccc1N1CCOCC1)c1ccncc1	10%	i	-7%	8%	7%
18	Cn1cc(C(=O)c2ccc(Cl)cc2Cl)cc1C(=O)N/N=C(\N)COc1ccc(Cl)cc1Cl	-3%	?	?	21µM*	?
19	CCn1cc(C(=O)NCCC(C)C)c(=O)c2cc(F)c(N3CCN(C)CC3)cc21	-16%	i	/	-10%	-8%
20	CC1=C(C)CC(C(=O)Nc2cccc(Cl)c2)C(C(=O)O)C1 (configuration not stated)	0%	i	4%	2%	0%

item	TGFb inhibitor	A549 viability	EPAC2 antagonist	Nrf2 ARE act
11	-1%	5%	-4%	2.9%
12	?	-4%	2%	-2.2%
13	2%	-2%	-3%	0.3%
14	11µM*	-8%	/	3.8%
15	8%	0%	13%	-0.3%
16	-21%	-2%	1%	3.2%
17	6%	5%	2%	-0.7%
18	?	?	-3%	-1.2%
19	-7%	4%	-3%	2.3%
20	0%	/	21%	0.3%

Further structures follow:
item	Compound	HepG2 tox	ATXN viability	ATXN2 expr inh	Nrf2 block	MCF10A rerep
21	COc1cc(/C=C/C(=O)Nc2ccc(OC)c(S(=O)(=O)N3CCOCC3)c2)ccc1OC(F)F	0%	?	?	18µM*	?
22	Cc1ccc(CN2C(=O)C(F)(F)Oc3ccccc32)cc1	17%	i	7%	/	/
23	CCCc1ccc(S(=O)(=O)N2CCN(C(C)C(=O)NCc3ccc(OC)cc3)CC2)cc1 (configuration not stated)	-26%	i	-18%	16µM*	4%
24	Cc1ccc2c(c1)c(N=NC(N)=S)c(O)n2Cc1ccccc1	-20%	?	-26%	-25%	14%
25	COc1ccc(OCCSc2nc3nc(C)cc(C)n3n2)cc1	-12%	i	-33%	-8%	-10%
26	Cc1cc(Cl)ccc1OCCCC(=O)OCC(N)=O	29%	i	-28%	-11%	7%
27	COc1ccc(C(C(=O)NCc2ccccc2)N(Cc2ccco2)C(=O)c2cnccn2)cc1 (configuration not stated)	-1%	i	/	4%	-2%
28	Cc1ccc2c(c1)[C@H]1[C@H](CO2)[C@H](c2ccccc2)[C@]2(C)C(=O)NCC(=O)N12	1%	i	2%	-9%	15%
29	Cc1cc(C)n(-c2nc(C)nc(N)n2)n1	18%	i	4%	29%	0%
30	CCOc1ccc(NC(=O)C2CCC(CNc3c(N4CCCCC4)c(=O)c3=O)CC2)cc1 (configuration not stated)	-7%	i	?	-27%	10%

item	TGFb inhibitor	A549 viability	EPAC2 antagonist	Nrf2 ARE act
21	?	-26%	-1%	0.1%
22	20%	/	?	-0.8%[9.22 µM]
23	?	?	-2%	3.1%
24	5%	-17%	2%	-0.6%
25	-12%	12%	1%	0.0%
26	8%	4%	-3%	-0.3%
27	15%	1%	-5%	-0.7%
28	16%	-4%	-2%	-0.6%
29	-17%	4%	6%	0.3%
30	-12%	2%	11%	-0.1%

(more compounds)
item	Compound	HepG2 tox	ATXN viability	ATXN2 expr inh	Nrf2 block	MCF10A rerep
31	CC(C)c1nc2ccc(C(=O)NCCCN3CCN(c4ccccc4F)CC3)cc2o1	-26%	?	-19%	/	/
32	COc1cc(-c2noc(C)c2C#CCO)cc(OC)c1OC	-17%&-18%	i	-2%	-23%	13%
33	Cc1cc(C)cc(NC(=O)C2CCCN(S(=O)(=O)c3c(C)noc3C)C2)c1 (configuration not stated)	-24%	i	/	7%	-11%
34	Cc1cnc(C(=O)Nc2ccc(OC(F)(F)F)cc2)cn1	1%	i	/	-27%	15%
35	O=S1(=O)CC(N2CC=CC2)CN1Cc1cn(Cc2cccc(Cl)c2)nn1 (configuration not stated)	/	?	-7%	/	/
36	NS(=O)(=O)c1ccc(CNC(=O)c2ccc3c(=O)n4c(nc3c2)CCC4)cc1	2%	i	5%	13%	-1%
37	CCc1nc(SCc2ccc(F)cc2)n[nH]1	-5%	i	37%	7%	6%
38	CO[C@H]1/C=C/O[C@@]2(C)Oc3c(C)c(O)c4c(O)c(c(C=NN5CCN(C)CC5)c(O)c4c3C2=O)NC(=O)/C(C)=C\C=C\[C@H](C)[C@H](O)[C@@H](C)[C@@H](O)[C@@H](C)[C@H](OC(C)=O)[C@@H]1C	5%	i	7%	4.1µM*	-52%[inhibitor]
39	Cc1ccc(Cn2cnc3ccccc32)cc1	-22%	i	6%	?	2%
40	COc1cccc(NC(=O)CSCc2nc3sc(C)c(C)c3c(=O)[nH]2)c1	0%	i	/	/	/

item	TGFb inhibitor	A549 viability	EPAC2 antagonist	Nrf2 ARE act
31	-27%	-1%	/	6.2%
32	12%&14%	9%	-20%	13%
33	-22%	4%	7%	0.5%
34	0%	-16%	-12%	1.8%
35	/	/	10%	-1.0%
36	-10%	-7%	-6%	0.5%
37	9%	-2%	-4%	0.4%
38	7%	?	9%	0.3%
39	-27%	-8%	-5%	-0.7%
40	-4%	/	12%	-0.7%

One compound at a time (already shown). Screens in order: HepG2 tox | ATXN viability | ATXN2 expr inh | Nrf2 block | MCF10A rerep | TGFb inhibitor | A549 viability | EPAC2 antagonist | Nrf2 ARE act
`CC1=C(C)CC(C(=O)Nc2cccc(Cl)c2)C(C(=O)O)C1` (configuration not stated) across the screens: 0% | i | 4% | 2% | 0% | 0% | / | 21% | 0.3%
`Cc1cc([N+](=O)[O-])nn1CC(=O)NC1CCCCC1` across the screens: -36% | i | -4% | -24% | 0% | 8% | 0% | 13% | -0.3%
`CCOc1ccc(CCNC(=O)COC(=O)c2cccc(S(=O)(=O)N(C)C)c2)cc1OCC` across the screens: -10% | i | / | -1% | 2% | -14% | 5% | 6% | -0.7%
`CO[C@H]1/C=C/O[C@@]2(C)Oc3c(C)c(O)c4c(O)c(c(C=NN5CCN(C)CC5)c(O)c4c3C2=O)NC(=O)/C(C)=C\C=C\[C@H](C)[C@H](O)[C@@H](C)[C@@H](O)[C@@H](C)[C@H](OC(C)=O)[C@@H]1C` across the screens: 5% | i | 7% | 4.1µM* | -52%[inhibitor] | 7% | ? | 9% | 0.3%

Continued:
item	Compound	HepG2 tox	ATXN viability	ATXN2 expr inh	Nrf2 block	MCF10A rerep
41	CC1CCCC(C)N1C(=O)CSc1nnc(COc2ccc(F)cc2)o1 (configuration not stated)	-17%	i	4%	-28%	1%
42	CCC(C)C(=O)Nc1ccc(OC)cc1[N+](=O)[O-] (configuration not stated)	5%	i	-5%	-3%	-1%
43	COc1ccc(-n2cc(-c3ccccc3)c3c(NC4CCCCC4)ncnc32)cc1	-31%	/	/	/	/
44	CN1C(=O)C2C(c3ccc(N(C)C)cc3)=NN(Cc3ccccc3)C2C1=O (configuration not stated)	-3%	i	17%	12%	-13%
45	O=C(NC1CCCCCC1)c1cccc(S(=O)(=O)N2CCOCC2)c1	8%	i	5%	-9%	9%
46	O=C(NCCCN1CCCC1=O)c1nnc(Cc2c(F)cccc2Cl)o1	4%	i	1%	-5%	-1%

item	TGFb inhibitor	A549 viability	EPAC2 antagonist	Nrf2 ARE act
41	-13%	0%	3%	-0.3%
42	5%	4%	18%	-0.3%
43	-5%	4%	/	0.7%
44	22%	2%	0%	0.2%
45	9%	12%	-1%	0.2%
46	7%	-1%	9%	0.1%
